Assay outcomes as filed in PubChem BioAssay.
LYPLA2 inh: blocks human lysophospholipase 2, a PME1 counter-screen; inhibition, % at 5.9 µM; recombinant LYPLA2, FP-Rh probe fluorescence polarization; hit rate 0.38% among 320,000; O95372;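 active = inhibition above the screen-wide mean plus 3 SD, limit set per campaign, cut at about 26% in these data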;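 also: 0% = LYPLA2 with DMSO and 100% = wells lacking LYPLA2 enzyme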
EBNA-1 inhibitor: blocks EBNA-1 binding to DNA; inhibition, % at 14.8 µM; EBNA-1 DNA binding, fluorescence polarization; hit rate 0.34% among 300,000; in the data active = inhibition above about 28%
PAFAH2 inh: PAFAH2 (human) inhibition; Q99487; hit rate 0.99% among 340,000; AID 492956; inhibition, % at 3.39 µM; recombinant PAFAH2, FP-rhodamine activity probe, fluorescence polarization;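 active = inhibition above the mean over all tested compounds plus 3 SD, cut at about 30% in these data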;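 also: inhibitors block probe labeling of enzyme so polarization drops; 0% = enzyme with DMSO and 100% = wells lacking PAFAH2 protein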
PREPL inh: inhibitors of human prolyl oligopeptidase-like enzyme PREPL | Q4J6C6 | recombinant PREPL, fluorescence polarization activity-based probe | inhibition, % at 5.96 µM | hit rate 0.68% among 320,000 | AID 2751; in the data active = inhibition above about 43%;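 also: 0% = enzyme with DMSO and 100% = wells lacking enzyme; many of its hits are not listed in these tables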
ZTA counter: ZTA (EBV) inhibition in EBNA-1 counter-screen | inhibition, % at 11 µM | AID 2234 | P03206 | hit rate 0.15% among 320,000 | ZTA-DNA binding, fluorescence polarization; in the data active = inhibition above about 33%
GSTO1 inh: GSTO1 inhibition, counter-screen for RBBP9 inhibitors; hit rate 1.1% among 300,000; AID 1974; inhibition, % at 5.96 µM; P78417; recombinant GSTO1, activity-based probe fluorescence polarization;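 active = inhibition above the campaign mean inhibition plus 3 SD, cut at about 35% in these data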;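 also: 0% = GSTO1-1 with DMSO and 100% = wells lacking GSTO1-1 enzyme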
PAFAH1B3 FP inh: blocks human PAF acetylhydrolase 1B catalytic subunit 3; Q15102; recombinant PAFAH1B3, FP-rhodamine probe, fluorescence polarization; inhibition, % at 3.39 µM; hit rate 0.28% among 340,000; AID 492972;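 active = inhibition above the screen-wide average of all tested compounds plus 3 SD, cut at about 25% in these data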;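 also: 0% = enzyme with DMSO only and 100% = wells lacking PAFAH1B3 protein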
LYPLA1 inh: counter-screen for PME1 inhibitors: inhibitors of human LYPLA1 | O75608 | recombinant LYPLA1, FP-Rh probe fluorescence polarization | inhibition, % at 5.9 µM | hit rate 0.16% among 320,000;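 active = inhibition above the mean of all tested compounds plus 3 SD, set per campaign, cut at about 14% in these data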;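 also: inhibitors block serine hydrolase probe labeling of LYPLA1 so polarization falls; 0% = enzyme with DMSO and 100% = wells lacking LYPLA1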
Target sequence (O75608 whole entry, looked up): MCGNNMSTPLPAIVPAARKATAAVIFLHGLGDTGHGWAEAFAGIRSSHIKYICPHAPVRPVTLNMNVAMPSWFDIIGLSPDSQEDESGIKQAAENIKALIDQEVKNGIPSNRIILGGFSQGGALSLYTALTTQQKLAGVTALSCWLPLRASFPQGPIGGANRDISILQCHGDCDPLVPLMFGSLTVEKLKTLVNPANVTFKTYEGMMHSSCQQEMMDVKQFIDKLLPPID
PAD4 inh: blocks human protein arginine deiminase 4; inhibition, % at 6.36 µM; hit rate 0.41% among 330,000; recombinant PAD4, RCA probe fluorescence polarization; Q9UM07;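 active = percent inhibition above a cutoff equal to the mean of all tested compounds plus 3 SD, cut at about 15% in these data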;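 also: 0% = PAD4 with RCA probe and DMSO and 100% = probe without PAD4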
Target sequence (Q9UM07 whole entry, looked up): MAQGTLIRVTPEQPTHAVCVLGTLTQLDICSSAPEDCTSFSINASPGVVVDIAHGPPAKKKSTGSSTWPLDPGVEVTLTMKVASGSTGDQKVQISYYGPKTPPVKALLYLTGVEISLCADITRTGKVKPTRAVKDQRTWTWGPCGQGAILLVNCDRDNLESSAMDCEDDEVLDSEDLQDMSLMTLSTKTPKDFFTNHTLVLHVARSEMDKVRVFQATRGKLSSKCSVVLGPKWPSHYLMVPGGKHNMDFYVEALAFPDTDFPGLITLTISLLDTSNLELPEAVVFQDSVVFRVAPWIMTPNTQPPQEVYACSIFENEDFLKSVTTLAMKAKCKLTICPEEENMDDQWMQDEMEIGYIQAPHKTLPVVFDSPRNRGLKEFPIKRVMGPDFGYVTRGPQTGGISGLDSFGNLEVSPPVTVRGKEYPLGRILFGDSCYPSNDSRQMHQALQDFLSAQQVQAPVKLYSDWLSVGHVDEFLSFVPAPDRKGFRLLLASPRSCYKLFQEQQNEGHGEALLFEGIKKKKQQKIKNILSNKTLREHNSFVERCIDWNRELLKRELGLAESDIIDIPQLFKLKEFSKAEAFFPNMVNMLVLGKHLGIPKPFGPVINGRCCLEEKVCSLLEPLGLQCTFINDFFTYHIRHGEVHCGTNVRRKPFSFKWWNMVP
* = called active by the depositor; . = no result given.

SMILES	LYPLA2 inh	EBNA-1 inhibitor	PAFAH2 inh	PREPL inh	ZTA counter	GSTO1 inh	PAFAH1B3 FP inh	LYPLA1 inh	PAD4 inh
O=C(NC(=S)NCCc1ccccc1)C1CCCCC1	-2	4	-1	-1	12	2	4	-2	5
Cc1ccc(/C=N/NC(=O)c2ccncc2)o1	-1	-5	1	2	-7	0	3	-5	-4
CCCCN1C(=O)NC(c2ccc(OC)cc2)C(C(=O)OCc2ccccc2)=C1C (stereo not drawn)	4	-3	-1	-14	-2	5	6	-1	-8
CCOc1ccccc1OCCCOc1ccc(C)cc1Cl	-2	4	-3	-3	-4	0	1	-2	-1
O=C(c1ccc2c(=O)n(Cc3ccc(Cl)cc3)c(=S)[nH]c2c1)N1CCCC1	0	-1	-2	-2	-5	0	3	1	-2
CCOC(=O)N1CCN(Cc2cc(=O)oc3ccc4ccccc4c23)CC1	4	-7	6	11	16	2	7	1	3
O=C(COc1ccc(F)cc1)Nc1cc(Cl)ccc1-n1cncn1	-6	-4	-4	-4	0	-17	0	-3	-1
CCOC(=O)C(C(=O)Nc1ccc(C)cc1)C1CCCCC1 (stereo not drawn)	7	-2	-4	6	6	3	4	-4	-1
Cc1cc(=O)n(Cc2ccccc2)c2ccccc12	3	6	-8	-19	6	-1	10	2	3
COc1ccc(-c2nc3c(s2)CCc2onc(-c4ccc(OC)cc4)c2-3)cc1	6	8	-4	14	6	7	0	1	-1
CCOc1ccc(NC(=O)CCSc2ccc(C)cc2)cc1	13	4	3	-8	-36	0	1	8	3
CCC(C)(C)n1nnnc1C(c1ccc(C)cc1)N1CCN(C(=O)c2ccco2)CC1 (stereo not drawn)	10	-3	-5	4	2	2	5	2	-2
FC(F)Oc1ccc(N=C2SCC3CCCCN23)cc1 (stereo not drawn)	12	2	7	-2	7	10	13	3	4
O=S(=O)(c1cccc(Cl)c1)N1CCCC1	4	-7	6	-4	7	0	10	4	-2
CCN1CCN(c2ccc(NC(=O)COc3ccc([N+](=O)[O-])cc3)cc2)CC1	5	-10	-4	29	-6	9	3	2	2
CC(=O)SCC(=O)N=c1sc2cc(F)ccc2n1C	-6	-3	2	8	5	-14	-1	1	20*
Cc1nn(CC(=O)O)c(C)c1NC(=O)c1cccs1	1	8	4	-8	2	-4	6	-1	0
CC(C)COc1ccc(S(=O)(=O)n2cc(F)c(=O)[nH]c2=O)cc1	7	-5	-1	10	-3	1	0	-3	-3
Cc1noc(C(=O)NCc2cccnc2)c1Cl	4	6	4	13	-8	0	0	3	1
Cc1ccccc1N(Cc1nnc2n1CCCCC2)C(=O)Nc1ccccc1	-2	-5	-10	-1	11	2	0	0	-5
CN1CCN(C(=O)c2ccc3c(=O)n4c(nc3c2)CCCCC4)CC1	2	-5	4	4	-2	-6	0	1	-3
COC(=O)c1ccc(/C=N/NS(=O)(=O)c2cc(C)ccc2C)cc1	3	-8	0	-6	-22	17	6	2	-8
COc1ccc2oc(=O)c(C(=O)N3CCc4ccccc43)cc2c1	-3	6	6	4	13	-6	1	2	-9
O=C(c1ccco1)N(Cc1ccc([N+](=O)[O-])cc1)c1ccc(Cl)cc1	10	-7	-3	9	-10	3	7	1	-1
COC(CNC(=O)c1ccc2nc(-c3cccs3)c(-c3cccs3)nc2c1)OC	1	9	-3	-2	-6	1	-2	1	4

Reprinted from the part before: 3 entries; new compounds follow.
SMILES	LYPLA2 inh	EBNA-1 inhibitor	PAFAH2 inh	PREPL inh	ZTA counter	GSTO1 inh	PAFAH1B3 FP inh	LYPLA1 inh	PAD4 inh
COc1ccc2oc(=O)c(C(=O)N3CCc4ccccc43)cc2c1	-3	6	6	4	13	-6	1	2	-9
O=C(c1ccco1)N(Cc1ccc([N+](=O)[O-])cc1)c1ccc(Cl)cc1	10	-7	-3	9	-10	3	7	1	-1
COC(CNC(=O)c1ccc2nc(-c3cccs3)c(-c3cccs3)nc2c1)OC	1	9	-3	-2	-6	1	-2	1	4
O=C1c2ccccc2S(=O)(=O)c2cc(C(=O)N3CCC(O)CC3)ccc21	6	5	-1	-9	0	-1	7	0	0
CC(C)CN(C(=O)c1ccc(C(F)(F)F)cc1)c1c(N)n(CC(C)C)c(=O)[nH]c1=O	-8	-1	5	5	-3	2	13	1	1
CCOC(=O)N1CCC(N(CCN(C)C)C(=S)Nc2cc(Cl)ccc2C)CC1	-3	-9	-4	-2	-6	5	3	1	4
CC(=O)Nc1ccc(NC(=O)C(C)OC(=O)c2ccc(N(C)C)cc2)cc1 (stereo not drawn)	4	-5	11	-9	9	4	-4	2	1
COc1cccc(C2(c3cccc(OC)c3)CC2C(=O)Nc2ccc(F)cc2)c1 (stereo not drawn)	-5	-2	-3	3	-18	0	1	2	1
Cc1cccc(OCCC(=O)OCC(=O)Nc2c(C)nn(-c3ccccc3)c2C)c1	5	10	3	9	-12	6	3	1	0
CCc1cccc(NC(=O)CN(c2ccc(C)cc2)S(=O)(=O)c2c(C)noc2C)c1	-7	10	8	5	7	-5	0	-11	-2
COc1ccc(NC(=O)c2cn(-c3ccccc3)nc2-c2cc3ccccc3o2)cc1	-23	-1	-22	-11	-4	-7	-15	-22	-3
O=c1[nH]c2ccccc2n1CCCN1CCCCC1	15	-7	-8	0	1	9	0	-3	-5
COc1cccc(Nc2nc(Nc3ccc(Cl)c(C(=O)O)c3)nc(C)c2[N+](=O)[O-])c1	-3	.	8	14	6	.	-7	4	-4
CC(C)n1c(=O)n(CC(=O)NCC2CCCO2)c(=O)c2c3c(sc21)COC(C)(C)C3 (stereo not drawn)	9	6	0	3	9	0	3	-1	12
O=C(CCNC(=O)c1ccc(Br)o1)NCc1ccccc1Cl	6	4	3	-4	2	4	2	-1	1
CCCc1cc(=O)[nH]c(SCC(=O)N2c3ccccc3CC2C)n1 (stereo not drawn)	.	.	10	6	.	.	7	.	0
COc1ccc(/C=N/NC(=O)c2ccn[nH]2)cc1CSc1ccccn1	15	-3	-2	-5	-8	47*	5	1	0
Fc1ccc(C2CC(c3cccs3)=NN2C(=S)Nc2ccccc2)cc1 (stereo not drawn)	-2	-7	-5	-4	1	7	5	-3	0
Brc1ccc(-c2c[n+]3c(n2-c2ccccc2)SCC3)cc1	1	1	.	15	1	16	.	2	4
COc1ccc(N2CCN(C(=O)c3ccc(NS(=O)(=O)c4cccc(F)c4)cc3)CC2)cc1	23	4	-8	9	8	-14	5	-2	1
Cc1ccc(/C=N\NC(=O)c2cc([N+](=O)[O-])cc([N+](=O)[O-])c2)o1	1	-1	-6	14	-22	5	7	1	3
CCOC(=O)N1CCN(CC(O)COc2ccccc2C(C)(C)C)CC1 (stereo not drawn)	-1	5	4	6	3	2	4	-1	0
O=C(COc1ccc(S(=O)(=O)N2CCCCC2)cc1)N1CCCC1	0	5	-5	19	1	2	-1	3	4
COc1ccc(OC)c(/C=C/C(=O)OCC(=O)N2CCCCC2)c1	.	.	4	9	.	.	9	.	-3
COc1ccc(-n2nc3cc(C)c(N)c(Br)c3n2)cc1	-6	8	8	21	0	17	11	-1	-1
Cn1ccc(=NC=C(C#N)C#N)c2ccccc21	8	-7	6	-3	3	-4	1	-4	1
CSc1ncccc1C(=O)NCC(c1ccco1)N1CCCCC1 (stereo not drawn)	.	.	-2	0	.	.	13	.	-5
Cn1c2ccccc2c2cnn(CC(=O)NCCCN3CCN(c4ccccc4F)CC3)c(=O)c21	-4	-5	1	-34	4	-4	8	-2	-4

(cont.)
SMILES	LYPLA2 inh	EBNA-1 inhibitor	PAFAH2 inh	PREPL inh	ZTA counter	GSTO1 inh	PAFAH1B3 FP inh	LYPLA1 inh	PAD4 inh
OC(COCc1ccccc1)CN1CCc2ccccc2C1 (stereo not drawn)	2	-2	-4	2	5	2	0	3	2
CCN1C(=O)c2cccc3c(NC(=O)c4cccc(N5C(=O)CCC5=O)c4)ccc1c23	0	10	11	-3	-2	2	10	-2	1
COc1cc(OC)c(C2=NOC(C(=O)NCc3cccs3)C2)cc1Cl (stereo not drawn)	3	-4	-3	-12	-1	15	2	3	4
CC1CCCN(CC(O)COc2ccc(Cl)cc2)C1 (stereo not drawn)	-5	-12	3	4	-1	0	-7	0	-6
O=S(=O)(Nc1ccc2c(c1)nc1n2CCOC1)c1ccccc1	1	11	6	-9	2	-8	2	-2	-2
COC(=O)/C(C#N)=C/c1cc(C)sc1C	-1	-9	6	-10	-14	4	6	-2	6
CCOC(=O)c1cnc(Cc2ccccc2)[nH]c1=O	1	2	5	12	11	16	-1	0	1
O=C(Nc1cc2c3c(c1)C1CCCC1CN3CC1CCCC21)c1ccccc1 (stereo not drawn)	0	-2	-11	25	-10	10	11	-3	-10
CCn1c(SCc2c(F)cccc2Cl)nnc1-c1ccco1	1	-5	13	9	-9	-1	-2	2	1
COc1ccc(CCNC(=O)c2cn(C)c3ccc(S(=O)(=O)N4CCOCC4)cc3c2=O)cc1OC	8	1	-11	7	2	-1	12	2	4
CCOC(=O)c1ccc(Oc2nc(SC)nc(N(C)C)n2)cc1	8	-5	5	0	-7	-5	9	0	-3
Cc1ccc(CC(CC(=O)O)C(=O)NC2CCCCC2)cc1 (stereo not drawn)	10	5	10	19	-5	7	4	2	0
COc1cc(Cl)cc(C(=O)O)c1OCC(=O)O	-2	-12	6	-5	2	-6	7	-1	-2
CCOc1ccc2c(c1)OC(c1ccccc1)(C(F)(F)F)NC2=O (stereo not drawn)	0	-10	-5	12	-20	4	6	4	4
O=C(Nc1ncccc1O)C1CCN(S(=O)(=O)c2ccc3ccccc3c2)CC1	0	-10	11	-10	-7	9	-3	0	-1
CC1(C)C(=O)OC(C(=O)c2ccccc2)C2(CCCCC2)C1=O (stereo not drawn)	-4	-1	4	2	-7	-4	0	-2	-2
O=C(c1ccc2c(c1)OCO2)N1CCN(c2ccccc2F)CC1	0	-8	-4	-2	4	0	2	3	1
N#CC(=C1CCCC1)c1nc(-c2cc3ccccc3oc2=O)cs1	0	-9	-2	-10	-5	10	0	-4	-4
O=C(CSc1nn(-c2ccc(F)cc2)c(=S)s1)NC1CCS(=O)(=O)C1 (stereo not drawn)	-3	3	-2	2	-2	7	11	0	-2
CCc1nnc(NS(=O)(=O)c2ccc(NC(=O)OC)cc2)s1	5	-1	-3	2	2	-2	-2	1	2
O=C(O)CCC(=O)N1CCC(C(=O)c2cccc(Cl)c2)CC1	1	0	13	5	0	-7	8	-2	-3
O=S(=O)(NCCNS(=O)(=O)c1ccccc1)c1ccccc1	-5	1	5	9	6	1	3	-2	-2
CC1CN(Cc2cc(=O)[nH]c(C(C)C)n2)CC(C)O1 (stereo not drawn)	0	-14	2	-4	-14	0	-2	1	-5
CCc1ccc(CN(C)C(=O)c2ccc3c(c2)OCCO3)cc1	-1	-4	-3	-1	-6	-9	0	-2	-1
O=C(CSc1nnc2ccccn12)Nc1ccccc1Cl	.	.	6	14	.	.	9	.	-3

Additional compounds:
SMILES	LYPLA2 inh	EBNA-1 inhibitor	PAFAH2 inh	PREPL inh	ZTA counter	GSTO1 inh	PAFAH1B3 FP inh	LYPLA1 inh	PAD4 inh
CC(C)(C)N1C(=O)c2ccccc2NC(=O)N1Cc1ccc(Br)cc1	2	-11	-7	-2	-4	9	6	-2	-1
COc1ccc(CNC(=O)CSc2nnc(NC(=O)c3ccccc3F)s2)cc1	3	8	7	1	-7	4	5	2	6
Cc1ccc(C)c(OCc2nnc(NC(=O)c3ccco3)s2)c1	1	0	-4	-1	0	-8	1	-2	2
COc1cc(CN2CCCC(CO)(Cc3cccc(Cl)c3)C2)cc(OC)c1O (stereo not drawn)	2	1	-5	4	-8	9	9	2	1
COc1ccc(-n2nc3c(c2NC(=O)c2ccc4c(c2)OCO4)CS(=O)(=O)C3)cc1	-4	5	5	0	11	10	-1	-2	-1
C=CCn1cc(C(=O)c2cc(Br)ccc2O)cc(C#N)c1=O	-14	6	-17	1	11	2	-6	-5	-2

A portion of the library; rates above refer to the full screens.
